HER2 expr 66K: Her2 kinase expression inhibition | 65,000 tested, 0.69% active | SKBR-3 HER2 protein level, AlphaScreen, 18-24 h; hits give low values | HER2 level % of control, % at 10 µM | AID 645 | P04626;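 active means HER2 level under 5% of the carrier-only control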;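 further: 100% = DMSO carrier and 0% = 500 nM PU-H71 HSP90 inhibitor; lower value means stronger loss of Her2 protein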
S1P3 ag: agonists of human S1P3 receptor; S1P3 NFAT-BLA reporter cells, agonism, FRET ratio; relative to 1 µM S1P, basal subtracted; Q99500; 60,000 tested, 0.1% active; activation, % at 4.5 µM; AID 373;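 active means activation above the screen-wide mean plus 3 SD, cut at about 4.5% in these data, passing the limit was not always enough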; further: some compounds called inactive have numbers as strong as hits
Target sequence (Q99500 whole entry, looked up): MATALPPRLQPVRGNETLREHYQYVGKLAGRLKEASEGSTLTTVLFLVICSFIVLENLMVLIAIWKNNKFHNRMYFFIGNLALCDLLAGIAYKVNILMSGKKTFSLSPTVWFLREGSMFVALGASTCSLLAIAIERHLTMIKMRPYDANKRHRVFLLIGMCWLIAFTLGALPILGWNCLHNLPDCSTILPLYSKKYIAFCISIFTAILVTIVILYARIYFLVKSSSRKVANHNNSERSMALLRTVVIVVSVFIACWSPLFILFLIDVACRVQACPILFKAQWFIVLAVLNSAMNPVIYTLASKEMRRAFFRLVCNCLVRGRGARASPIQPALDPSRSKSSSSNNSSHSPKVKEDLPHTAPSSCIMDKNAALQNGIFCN
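material = human S1P3 NFAT-BLA reporter CHO cells | schedule = 4 h compound at 37 °C, 2 h substrate at RT | measured by = fluorescent BLA substrate, ex 405 nm, em 460/535 nm ratio | controls = 1 µM S1P reference | replication = primary once, confirmation triplicate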
M1 antag: antagonists of rat M1 muscarinic receptor; P08482; CHO-M1 cells, Fluo-4 calcium, ACh EC80 antagonist mode; hits give low values; B-score at 10 µM; 64,000 tested, 3.4% active; AID 628;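 active means calcium fluorescence response, raw or row-and-column corrected B-score, differing from the plate sample mean either way at a set confidence level, mostly lower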
HEK293 NFkB inh: lowers PMA/ionomycin-induced NF-kB signal in HEK293 cells; HEK-293 NF-kB luciferase reporter, luminescence; inhibition, % at 3 µM; 62,000 tested, 0.21% active;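 active means inhibition above the mean of all tested compounds plus 3 SD, cut at about 40% in these data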;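 further: 0% = stimulated DMSO wells and 100% = 10 µM reference inhibitor 5653914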
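System: NF-kB luciferase reporter HEK-293 cells | Replication: Single test | Control set: DMSO vs reference inhibitor | Evaluation: % inhibition | Schedule: 1 h pretreatment, 16 h stimulation, 37 °C | Probe or stimulus: PMA with ionomycin | Compound dosing: One dose, 3 µM | Detection: Luciferase luminescence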
M1 agonist: activates the M1 muscarinic receptor. CHO-M1 cells, Fluo-4 calcium fluorescence, agonist mode; hits give high values. B-score at 10 µM. 64,000 tested, 3% active. AID 626;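 active means fluorescence rise, raw or as B-score row- and column-corrected plate score, outside the 99.7% band of its plate's samples, either direction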
HTR1E agonist: 5-HT1E (human) receptor agonism; P28566; CHO 5-HT1E Ga15 NFAT-bla reporter, FRET; 0% DMSO wells, 100% control agonist wells; activation, % at 6 µM; 65,000 tested, 0.69% active; AID 574;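 active means activation above a set limit, the screen-wide mean activation plus 3 SD, cut at about 8.5% in these data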;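 further: 100% = positive control agonist at 1 µM giving full maximal response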
Jurkat viability: cytotoxicity toward Jurkat cells; AID 463; 56,000 tested, 1.2% active; Jurkat E6.1 viability, ATP luminescence, 48 h; inhibition, % at 4 µM;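 active means inhibition above the mean inhibition of all tested compounds plus 3 SD, cut at about 28% in these data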
HTR1E antagonist: blocks the human 5-HT1E serotonin receptor; P28566; CHO 5-HT1E Ga15 NFAT-bla reporter, FRET, antagonist; inhibition, % at 6 µM; 65,000 tested, 0.99% active;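 active means inhibition above a set limit, the mean inhibition across every tested compound plus 3 SD, cut at about 29% in these data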;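 further: signal is the 460 over 535 nm emission ratio of beta-lactamase substrate; 0% = agonist plus DMSO wells and 100% = wells without agonist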
S1P1 ag-PAM: activates or potentiates agonism at human S1P1 receptor; 56,000 tested, 0.57% active; S1P1 CRE-bla cells, forskolin, beta-lactamase FRET, potentiator mode; S1P1 agonist co-added at EC20, 2 nM; 100% = saturating reference agonist, 0% = basal; activation, % at 9.5 µM;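 active means activation above a cutoff set at the mean activation of all tested compounds plus 3 SD, cut at about 54% in these data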;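 further: forskolin at 4 µM as EC80 and the EC20 agonist is SEW2871; 100% = SEW2871 at its EC100 plus forskolin at EC80; some compounds past the cut are filed as inactive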
Target sequence (P21453 whole entry, looked up): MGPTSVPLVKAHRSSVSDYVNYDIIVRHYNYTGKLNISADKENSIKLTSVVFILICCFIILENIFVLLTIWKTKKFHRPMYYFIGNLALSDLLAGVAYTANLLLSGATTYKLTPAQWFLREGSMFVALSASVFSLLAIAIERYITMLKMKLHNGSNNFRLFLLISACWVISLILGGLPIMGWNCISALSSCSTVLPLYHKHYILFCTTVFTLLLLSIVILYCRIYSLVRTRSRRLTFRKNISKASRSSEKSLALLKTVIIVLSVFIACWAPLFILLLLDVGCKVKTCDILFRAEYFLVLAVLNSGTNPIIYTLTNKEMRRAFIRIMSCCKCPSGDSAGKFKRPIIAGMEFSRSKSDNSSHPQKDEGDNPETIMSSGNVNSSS
Numbers without * were called inactive; nt = not tested or not shown.

SMILES	HER2 expr 66K	S1P3 ag	M1 antag	HEK293 NFkB inh	M1 agonist	HTR1E agonist	Jurkat viability	HTR1E antagonist	S1P1 ag-PAM
CCCCCOc1ccc(CN2CCOCC2)cc1Cl	52	-0.9	0.00084	-15	0.32	-0.6	-6	-3	-8
Nc1c(S(=O)(=O)c2cccc(Cl)c2)c2nc3ccccc3nc2n1CCN1CCOCC1	83	-0.7	0.45	9	-1.2	1.0	6	2	1
CCN1C(=O)CC(C(=O)NC)SC1=Nc1cc(Cl)c(O)c(Cl)c1 (centres undefined)	122	-0.6	0.91	10	0.3	-0.2	6	-14	-12
CCOC(=O)c1ccc(NC(=O)Cn2nnc(-c3ccccc3C)n2)cc1	81	0.2	0.35	7	0.82	-0.5	-10	-6	-6
O=C1NCCCC2c3c(cc(Br)c(O)c3Br)OC12N1CCOCC1 (centres undefined)	79	0.4	-0.01	-3	-0.44	0.5	-10	-1	-9
CC(C)CC(c1nnnn1C1CCCC1)N1CCN(C(=O)c2ccco2)CC1 (centres undefined)	54	-0.7	-0.037	3	-0.25	1.1	5	-11	0
O=C(CC(SCCO)c1ccc(F)cc1)c1ccco1 (centres undefined)	20	0.3	0.099	10	0.042	-0.8	-3	-5	0
CC1=[N+]([O-])C(C)(C)CC(C)(C)c2ccccc21	82	-0.1	-0.043	18	0.93	0.7	-8	-8	-21
COc1ccc(/C=N/O)cc1COc1ccc(NC(C)=O)cc1	128	0.7	-0.0079	10	-0.76	-0.3	0	-9	82
CCN1C(=O)c2cccc3c(S(=O)(=O)Nc4c(C)n(C)n(-c5ccccc5)c4=O)ccc1c23	38	-0.2	-0.24	24	0.51	-0.7	9	-7	2
Nc1ccc(-c2cc(N)n(-c3ccccc3)n2)cc1	93	-1.5	0.19	-3	-0.12	0.6	-8	-5	4
CC1=C(C#N)C(NC(=O)c2ccco2)(C(F)(F)F)C(=O)N1 (centres undefined)	105	-1.1	0.23	11	-0.38	12*	-4	15	-43
CCn1c(C)cc2c(c1=O)C(c1ccncc1)C(C#N)=C(N)O2 (centres undefined)	104	-1.3	nt	12	nt	1.1	-4	-9	15
Cn1c(=O)c2cc(S(=O)(=O)Nc3cccc(F)c3)ccc2n(C)c1=O	55	nt	0.19	23	0.3	-0.4	nt	3	nt
CN1C=CC2=C(C#N)C(N)C(C#N)(C#N)C(c3ccccc3)C2C1 (centres undefined)	86	nt	-0.34	10	34*	-0.8	nt	2	nt
Cc1ccc(C)c2[nH]c(=O)c(CCNC(=O)C(C)C)cc12	50	0.1	-0.36	8	0.46	1.1	-1	-8	3
CCCn1c(SCCc2ccccc2)nc2c1c(=O)[nH]c(=O)n2C	82	0.0	-0.087	21	4.7*	0.9	2	2	-32
Cn1c(=O)oc2cc(S(=O)(=O)N3CCCc4ccccc43)ccc21	35	-0.9	-1.2	8	-0.25	0.2	91*	10	19
NC(=O)C1(N2CCCCC2)CCN(C(=O)c2ccc(C#Cc3ccccc3)o2)CC1	65	0.5	0.64	-4	1.5	0.0	11	3	-29
CCCCOC(=O)Nc1ccc(N2CCCCC2)cc1	112	nt	0.29	-31	0.79	-0.5	nt	-2	nt
COc1cccc(C(=O)N2CCN(S(=O)(=O)Cc3ccccc3)CC2)c1OC	119	-2.8	-0.3	nt	-0.15	-0.2	nt	4	10
CCOc1ccc(NC(=O)C2CC(=O)N(CC)C(=Nc3ccc4c(c3)OCO4)S2)cc1 (centres undefined)	50	0.3	-0.17	12	-0.55	0.2	-3	2	-10
C=CCOc1c(Cl)cc(/C=N/O)cc1OC	90	-1.7	0.14	9	0.6	-0.2	6	3	-12
CCOc1ccc(NC(=O)C2CC(=O)N3CCCN=C3S2)cc1 (centres undefined)	59	0.0	-0.18	3	0.012	-0.4	-1	-3	nt
CCCCCn1c(N(C)Cc2ccccc2)nc2c1c(=O)[nH]c(=O)n2C	103	-0.6	0.11	8	0.38	0.3	10	23	-39
Additional compounds:
SMILES	HER2 expr 66K	S1P3 ag	M1 antag	HEK293 NFkB inh	M1 agonist	HTR1E agonist	Jurkat viability	HTR1E antagonist	S1P1 ag-PAM
O=C(N1CCN(c2ccc(F)cc2)CC1)C12CC3CC(CC(C3)C1)C2	82	-0.4	-0.51	11	-0.26	0.6	11	-11	nt
Cc1nc(NCCNC(=O)c2ccco2)c2c(C)c(C)sc2n1	65	-0.8	-2.6	4	-0.7	-0.5	6	32*	5
CCN(CC)S(=O)(=O)c1ccc(C(=O)N2CCN=C2SCc2cccnc2)cc1	91	-0.2	0.0017	18	-2.7	0.6	3	4	11
CSc1ccc(/C=N/n2c(C)cc(C)cc2=O)cc1	110	-1.0	-0.71	-9	-0.14	0.1	0	4	-17
CCOC(=O)C1=C(C)N=C2SC(C)C(=O)N2C1c1ccc(C(=O)OC)cc1 (centres undefined)	142	0.4	-0.091	nt	-0.011	-0.6	nt	-8	4
COc1ccccc1NC(=O)N(Cc1ccco1)Cc1cc2c(C)ccc(C)c2[nH]c1=O	46	0.8	-1.6	6	1.5	0.6	9	-10	-34
O=C(NCCCn1ccnc1)c1cc(-c2cccs2)on1	69	-2.9	-0.38	-41	0.56	-0.3	15	8	-96
CCOC(=O)CNC(=O)CN1C(=O)CCS(=O)(=O)c2ccccc21	115	nt	0.11	0	0.22	-0.4	nt	6	nt
Cc1nc2sc(C(c3cccc(F)c3)N3CCN(C(=O)c4ccco4)CC3)c(O)n2n1 (centres undefined)	54	1.2	-0.4	14	-0.47	-0.1	-10	-2	-1
COc1cccc(-n2ccnc2SCC(=O)N2CCc3ccccc32)c1	102	0.2	0.024	-8	0.46	0.2	3	5	-13
O=C(c1cccs1)N1CCCC(c2ccccc2)C1 (centres undefined)	129	-1.0	0.15	16	0.069	-0.1	3	5	-8
CSc1nsc(SC)c1C(=O)OCC(F)(F)F	73	-0.6	-0.021	13	-0.0029	-0.3	4	9	-23
O=C(CN1C(=O)COc2ccccc21)Nc1ccc2c(c1)OCCO2	100	-0.4	0.4	17	0.2	-0.6	4	6	9
Cc1cc(NC(=O)CSc2nnc(-c3ccc(Cl)s3)o2)no1	82	0.3	nt	10	nt	-1.1	1	-13	-6
O=C(NCc1ccco1)c1ccc(OCC2CCCO2)cc1 (centres undefined)	89	-0.1	0.084	4	-1.7	-0.1	2	3	-24
Cc1cc(NC(=O)CCCC(=O)N(CC(=O)NCCc2ccccc2)Cc2ccc(F)cc2)no1	90	-0.1	-0.057	10	-0.034	-1.1	7	-6	19
CCOC(=O)C1=Nc2ccccc2C1=[N+]=[N-]	119	-4.3	0.4	nt	0.039	-0.6	nt	7	10
COc1ccc(N2C(=O)C3C4C=CC(C4)C3C2=O)c(OC)c1 (centres undefined)	105	nt	-0.37	11	0.13	-1.0	nt	3	nt
COc1ccccc1NC(=O)c1cc(Cl)ccc1NC(=O)c1ccco1	79	nt	0.32	-1	0.89	1.2	nt	-3	nt
Cn1c(=O)c2c(-c3ccccc3)n(C3CCCCC3)cc2n(C)c1=O	76	13*	-0.18	16	0.079	0.8	-6	2	-8
CCOC(=O)/C=C(\C)Sc1cc(=O)oc2ccccc12	76	-0.9	-0.025	34	0.92	-0.9	14	8	15
O=C(Oc1ccc2[nH]cc(CCN3C(=O)c4ccccc4C3=O)c2c1)c1ccco1	137	-0.7	0.083	-3	-0.47	38*	6	-7	-19
COC(=O)C(C)n1cnc2c(nnn2-c2cccc(Cl)c2)c1=O (centres undefined)	97	0.0	0.19	15	0.064	-0.3	6	-7	-14
COC(=O)Nc1c(-c2ccccc2)nc2ccc(C)cn12	100	-0.9	0.15	-2	0.14	1.3	-2	-9	7
Cc1ccc(-n2c(N)c(C(N)=O)sc2=S)cc1	96	0.0	0.26	nt	-1.1	0.4	nt	10	-22

A stretch taken from the entries so far:
SMILES	HER2 expr 66K	S1P3 ag	M1 antag	HEK293 NFkB inh	M1 agonist	HTR1E agonist	Jurkat viability	HTR1E antagonist	S1P1 ag-PAM
CSc1nsc(SC)c1C(=O)OCC(F)(F)F	73	-0.6	-0.021	13	-0.0029	-0.3	4	9	-23
O=C(CN1C(=O)COc2ccccc21)Nc1ccc2c(c1)OCCO2	100	-0.4	0.4	17	0.2	-0.6	4	6	9
Cc1cc(NC(=O)CSc2nnc(-c3ccc(Cl)s3)o2)no1	82	0.3	nt	10	nt	-1.1	1	-13	-6
O=C(NCc1ccco1)c1ccc(OCC2CCCO2)cc1 (centres undefined)	89	-0.1	0.084	4	-1.7	-0.1	2	3	-24
Cc1cc(NC(=O)CCCC(=O)N(CC(=O)NCCc2ccccc2)Cc2ccc(F)cc2)no1	90	-0.1	-0.057	10	-0.034	-1.1	7	-6	19
CCOC(=O)C1=Nc2ccccc2C1=[N+]=[N-]	119	-4.3	0.4	nt	0.039	-0.6	nt	7	10

Following part:
SMILES	HER2 expr 66K	S1P3 ag	M1 antag	HEK293 NFkB inh	M1 agonist	HTR1E agonist	Jurkat viability	HTR1E antagonist	S1P1 ag-PAM
CCOc1ccc(NC(=O)CCN2CCN(c3ccccc3)CC2)cc1	82	-1.9	0.19	-1	-0.42	0.0	1	23	-17
CN1CCN(C(CNS(=O)(=O)c2ccc(Cl)cc2)c2cccnc2)CC1 (centres undefined)	98	nt	-0.73	4	0.49	0.2	nt	-7	nt
Cn1c(Cn2c(=O)sc3ccccc32)nnc1SCC(=O)Nc1ccc2c(c1)OCO2	104	-1.2	0.79	12	0.43	0.0	-1	-20	19
COc1c2occc2c(OC)c2c(=O)cc(C)oc12	105	-0.7	-0.15	nt	0.053	0.6	nt	7	4
O=C(NC1CCCCCCC1)c1c(O)c2ccccc2[nH]c1=O	88	0.6	nt	-19	nt	-1.5	-1	-8	-36
CCn1c(-c2ccco2)n[nH]c1=S	114	-2.5	-0.0073	nt	-0.4	0.3	nt	-15	-15
CCOC(=O)Cc1csc(NC(=O)CC)n1	126	-0.3	-0.27	16	-0.053	0.3	5	1	-17
O=C(CS(=O)(=O)Cc1ccccc1)Nc1nc2c(s1)CCCC2	110	-1.1	0.33	4	-1.5	0.7	1	-4	9
COc1ccccc1N1CCN(C(=O)CSc2nnc(NC(=O)C3CC3)s2)CC1	95	0.5	0.29	2	-0.43	0.2	0	-4	-5
COc1cc(C)nc(N2CCC(C(=O)NC3CCCCC3)CC2)n1	105	nt	-0.12	13	0.024	-0.7	nt	-2	nt
COC(=O)c1[nH]c2ccc(C)cc2c1NC(=O)Nc1ccccc1OC	82	1.7	0.13	6	0.051	1.3	-2	-9	-8
C=CCSc1nnc(C)n1-c1ccc(Cl)cc1	92	0.2	-0.18	8	1.3	0.8	-5	6	-4

Four records drawn at random from the list so far, as already listed:
SMILES	HER2 expr 66K	S1P3 ag	M1 antag	HEK293 NFkB inh	M1 agonist	HTR1E agonist	Jurkat viability	HTR1E antagonist	S1P1 ag-PAM
O=C(NC1CCCCCCC1)c1c(O)c2ccccc2[nH]c1=O	88	0.6	nt	-19	nt	-1.5	-1	-8	-36
CN1CCN(C(CNS(=O)(=O)c2ccc(Cl)cc2)c2cccnc2)CC1 (centres undefined)	98	nt	-0.73	4	0.49	0.2	nt	-7	nt
COc1c2occc2c(OC)c2c(=O)cc(C)oc12	105	-0.7	-0.15	nt	0.053	0.6	nt	7	4
C=CCSc1nnc(C)n1-c1ccc(Cl)cc1	92	0.2	-0.18	8	1.3	0.8	-5	6	-4
